NALP1 yeast inh – NALP1 inflammasome inhibitors in reconstituted yeast, colorimetric, S. cerevisiae, triplicate retest | S. cerevisiae NALP1/ASC/caspase-1 growth, X-gal OD620, 72 h | inhibition, % at 10 µM | 280,000 tested, 0.61% active | AID 2071, 2009; in the data active = inhibition mostly above about 24%, no sharp cut-off; inactive = mostly below about 32%; also: some compounds called inactive have numbers as strong as hits
OXTR ag – human OXTR agonists, primary screen, fluorescence, CHO-OTR cells, Fluo-8 calcium; activation, % at 3 µM; Oxytocin receptor (Homo sapiens), P30559; Fluo-8 calcium fluorescence; normalized: DMSO 0%, oxytocin 100%; 320,000 tested, 0.32% active; AID 2435, 2010;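 active = activation above the mean of all tested compounds plus 3 SD, cutoff set per screening run, cut at about 20% in these data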;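 also: peak over basal fluorescence ratio from a 100 s FLIPR kinetic read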
Target sequence (P30559 whole entry, looked up): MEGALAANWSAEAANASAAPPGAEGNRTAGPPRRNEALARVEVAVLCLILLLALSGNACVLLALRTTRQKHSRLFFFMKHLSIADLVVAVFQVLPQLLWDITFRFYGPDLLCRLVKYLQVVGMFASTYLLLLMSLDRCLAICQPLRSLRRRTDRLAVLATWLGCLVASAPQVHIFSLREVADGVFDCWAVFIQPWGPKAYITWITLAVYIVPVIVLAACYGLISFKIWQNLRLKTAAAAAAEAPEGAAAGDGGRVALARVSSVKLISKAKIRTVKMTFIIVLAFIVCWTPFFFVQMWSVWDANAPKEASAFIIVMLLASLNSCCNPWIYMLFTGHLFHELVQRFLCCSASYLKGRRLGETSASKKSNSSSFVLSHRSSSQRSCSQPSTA
PHOSPHO1 inh – PubChem AID 1565 | inhibition, % at 13.3 µM | recombinant PHOSPHO1, absorbance phosphatase assay | 290,000 tested, 1.1% active | Phosphoethanolamine/phosphocholine phosphatase (Homo sapiens), Q8TCT1; in the data active = inhibition above about 60%
Target sequence (Q8TCT1 whole entry, looked up): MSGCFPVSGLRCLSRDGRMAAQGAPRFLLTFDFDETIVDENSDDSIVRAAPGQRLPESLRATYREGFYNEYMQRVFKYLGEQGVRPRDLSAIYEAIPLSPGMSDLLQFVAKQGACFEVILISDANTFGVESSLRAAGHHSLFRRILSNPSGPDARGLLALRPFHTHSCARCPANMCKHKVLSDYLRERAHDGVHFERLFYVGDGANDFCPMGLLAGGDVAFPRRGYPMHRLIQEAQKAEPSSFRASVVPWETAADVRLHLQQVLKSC
* hit, by the source's call; · = not tested or not shown. A portion of the library; the hit share may differ from the screen's.

SMILES	NALP1 yeast inh	OXTR ag	PHOSPHO1 inh
CC(=O)Nc1ccc(S(=O)(=O)N[C@@H](C)C(=O)OCC(=O)c2ccc(C)cc2)cc1	·	-0.4	·
C=CC[C@H](CC(=O)NCCO)C(=O)N[C@@H](COC(=O)[C@H](CC=C)CC(=O)OC(C)(C)C)Cc1ccccc1	·	0.7	·
CN(C)S(=O)(=O)c1ccc(C(=O)OCC(=O)N2CC3(C)CC2CC(C)(C)C3)cc1 (stereo not given)	·	2.6	·
CC(=O)c1ccccc1NC(=O)COC(=O)c1c(C)nn(-c2ccccc2)c1C	·	-1.4	·
O=S(=O)(N/N=C1\CCCc2ccccc21)c1ccccc1	·	-0.5	·
O=C(/C=C/c1cccc(F)c1)NNC(=O)c1ccncc1	·	1.4	·
Cc1ccc([N+](=O)[O-])cc1S(=O)(=O)Nc1ccc(-c2ccc(N3CCCC3)nn2)cc1	·	-1.1	·
CC12CCC(=O)N1C(C(=O)N1CCN(c3ccccc3)CC1)CS2 (stereo not given)	·	-0.1	·
Cc1cc(C)c(NC(=O)CN(C)C(C)C(=O)N2CCc3ccccc32)c(C)c1 (stereo not given)	·	-2.5	·
CCN(CC)C(=O)c1[nH]cnc1C(=O)N[C@H](C)c1ccccc1	·	0.8	·
CC(C)C(NCC(=O)Nc1ccccc1C(=O)NC1CC1)c1ccccc1 (stereo not given)	·	0.5	·
Cc1ccc(NC(=O)COc2coc(CN3CCc4ccccc43)cc2=O)cc1Cl	·	-1.3	·
CC1CCCCC1NC(=O)CCc1nc2sc3c(c2c(=O)[nH]1)CCCC3 (stereo not given)	·	-0.3	·
CCN(CC(=O)Nc1c(F)cccc1F)C(=O)CSCc1c(C)noc1C	·	1.1	·
Cc1nn(CC(=O)OCC(=O)NCCc2ccc(S(N)(=O)=O)cc2)c(C)c1[N+](=O)[O-]	·	1.7	·
C[C@@H]1CN([C@H](C)CO)C(=O)c2cc(NC(=O)NC3CCCCC3)ccc2O[C@H]1CN(C)S(C)(=O)=O	·	2.5	·
CC1CCCC(NC(=O)c2cccc(S(=O)(=O)N3CCN(c4ccccc4)CC3)c2)C1C (stereo not given)	·	-2.2	·
Cc1ccc(NC(=O)CSc2nnc(Cc3ccccc3)c(=O)[nH]2)c(C)c1	·	-0.4	·
CC(OC(=O)CNC(=O)c1ccc(Cl)c(Cl)c1)C(=O)N1CCOCC1 (stereo not given)	·	-0.2	·
COc1cccc(NC(=O)CN(C)C(=O)c2ccc(OCc3ccccc3)c(OC)c2)c1	·	1.6	·
COc1ccccc1C(=O)CN1C(=O)NC2(CCCc3ccccc32)C1=O (stereo not given)	·	3.1	·
O=C(CCCOc1ccccc1)N1CCN(S(=O)(=O)c2cccc(F)c2)CC1	·	-0.1	·
COc1ccc(OC)c(NC(=O)Nc2ccc3[nH]ccc3c2)c1	·	-0.1	·
CCCCn1c(N)c(N(CC(C)C)C(=O)CN(C)S(=O)(=O)c2ccc(NC(C)=O)cc2)c(=O)[nH]c1=O	·	-0.7	·
CC(OC(=O)Cc1ccc(F)cc1)C(=O)NCc1ccc2c(c1)OCO2 (stereo not given)	·	-2.2	·
Cc1cccnc1NC(=O)c1ccc(NS(=O)(=O)c2ccc3[nH]c(=O)[nH]c3c2)cc1	·	1.4	·
CC1CCN(C(=O)c2cccc(S(=O)(=O)N3CCN(c4ccccc4)CC3)c2)CC1	·	0.7	·
O=C(CNC(=O)c1ccccc1F)NCCCN1CCCC1=O	·	-0.1	·
Cc1c(C)n2c(SCC(=O)NC3CCCC3)nnc2[nH]c1=O	·	-0.1	·
CCOC(=O)[C@H]1[C@H]2COc3ccc(OC)cc3[C@@H]2N2C(=O)CN(Cc3ccc(F)cc3)C(=O)[C@@]12C	·	-0.1	·

A run of entries of the results above:
SMILES	NALP1 yeast inh	OXTR ag	PHOSPHO1 inh
O=C(CNC(=O)c1ccccc1F)NCCCN1CCCC1=O	·	-0.1	·
Cc1c(C)n2c(SCC(=O)NC3CCCC3)nnc2[nH]c1=O	·	-0.1	·
CCOC(=O)[C@H]1[C@H]2COc3ccc(OC)cc3[C@@H]2N2C(=O)CN(Cc3ccc(F)cc3)C(=O)[C@@]12C	·	-0.1	·

Going on with the list:
SMILES	NALP1 yeast inh	OXTR ag	PHOSPHO1 inh
COc1cc([N+](=O)[O-])ccc1NC(=O)COC(=O)CCOc1ccc(C)cc1	·	-0.5	·
Cc1c(C(=O)NNC(=O)c2ccccc2O)oc2ccc(Br)cc12	·	0.9	·
O=C(/C=C/c1ccc([N+](=O)[O-])cc1)N1CCN(S(=O)(=O)c2ccccc2)CC1	·	2.4	·
CCOc1cccc(C2C(C(=O)c3ccc(C)o3)=C(O)C(=O)N2CCCn2ccnc2)c1 (stereo not given)	·	0.1	·
COc1ccc(NC(=O)CN(C)C(=O)Cc2coc3cc(C)c(C)cc23)cc1	·	-0.5	·
COc1ccc(C(=O)OCC(=O)N(C)C2CCS(=O)(=O)C2)cc1Br (stereo not given)	·	-0.3	·
O=C(CN1C(=O)NC2(CCCC2)C1=O)OCCOc1ccc(Br)cc1	·	-0.8	·
CC(=O)c1c(C)[nH]c(C(=O)NNC(=O)COc2ccc(Cl)cc2C)c1C	·	-1.1	·
CC(=O)Nc1ccc(C(=O)OCC(=O)N2CCC(Cc3ccccc3)CC2)cc1	·	5.0	·
Cc1ccc(C(=O)NNC(=O)c2csc(N3CCOCC3)n2)s1	·	-0.3	·
Nc1cc(=O)[nH]c(SCC(=O)Nc2ccc(N3CCCCC3)cc2)n1	·	1.0	·
COc1ccc(NC(=O)CN(C)C(=O)c2cn(-c3ccccc3)nc2-c2ccc(F)cc2)cc1	·	-0.1	·
CN(C)S(=O)(=O)c1ccc(N2CCCC2)c(C(=O)Nc2ccccc2F)c1	·	-0.5	·
CCOC(=O)[C@H]1[C@H]2COc3ccc(C)cc3[C@@H]2N2C(=O)c3cc(OC)c(OC)cc3NC(=O)[C@@]12C	·	1.8	·
Cc1cc(=O)c(C(=O)Nc2cccc(C(=O)NC3CC3)c2)nn1-c1ccccc1Cl	·	-0.2	·
CC(Oc1ccc(S(=O)(=O)N2CCCC2)cc1[N+](=O)[O-])C(=O)NC(C)c1ccccc1 (stereo not given)	·	0.5	·
CS(=O)(=O)c1ccc(NC(=O)C2CC(=O)N(c3ccc4c(c3)OCCO4)C2)cc1 (stereo not given)	·	0.5	·
CCN(CC)CCCN1C(=O)C(=O)/C(=C(/O)c2ccc3c(c2)CC(C)O3)C1c1cccnc1 (stereo not given)	-20	·	-19
O=c1c2c3nc4ccccc4nc3n(-c3ccc4c(c3)OCCO4)c2ncn1CC1CCCO1 (stereo not given)	3	·	-4
CCn1c(=N)c(C(=O)NCc2cccnc2)cc2c(=O)n3cccc(C)c3nc21	13	·	20
COc1ccc2c(=O)c3c(=O)n(Cc4ccco4)c(C4CCCCC4)nc3oc2c1	-4	·	25
Cn1c(=O)c2c(nc(Oc3ccccn3)n2C)n(C)c1=O	14	·	19
CCNC(=O)CSc1nc2cc(OC)c(OC)cc2c(=O)n1CCC1=CCCCC1	19	·	30
Cc1oc(-c2ccc(Cl)cc2)cc1-c1nn2c(-c3ccco3)nnc2s1	16	·	92*
COc1cc2nc(CN(C)CC(=O)Nc3ccc(N4CCOCC4)cc3)[nH]c(=O)c2cc1OC	-4	·	35
CCOC(=O)c1sc(NC(=O)C2CCCO2)c(C(=O)OCC)c1C (stereo not given)	2	·	-21
CN1C(=O)c2oc3ccc(Br)cc3c(=O)c2C1c1ccncc1 (stereo not given)	3	·	11
COC(=O)c1cc(Br)c(=O)n(-c2ccc(C(C)=O)cc2)c1	32	·	-6
O=c1[nH]c(CN2CCN(Cc3ccc4c(c3)OCO4)CC2)nc2sc3c(c12)CCC3	21	·	-44
CC(C)CCn1c(=O)c2ccccc2n2c(COC(=O)c3ccc(S(=O)(=O)N(C)C)cc3)nnc12	-14	·	-3
Cc1nc(NC2=NCN(CCc3ccccc3)CN2)nc2ccccc12	37*	·	-23
Clc1ccc(-c2nnc3sc(-c4ccco4)nn23)c(Cl)c1	2	·	-18
Cn1c(=O)c2cnc(N3CCOCC3)nc2n(C)c1=O	-26	·	-4
COc1ccc(CCN(Cc2cc3cc4c(cc3[nH]c2=O)OCO4)C(C)=O)cc1OC	4	·	5
O=C(N1CCCC1)N1CCN(c2ncnc3c(-c4ccc(Cl)cc4)nsc23)CC1	-6	·	5
COc1cc2cc(C)c3nnc(SCC(N)=O)n3c2cc1OC	-5	·	15
CCCn1c(=O)c2ccccc2n2c(SCC(=O)c3ccc(F)cc3)nnc12	42*	·	-34
COc1nc2cc(C)ccc2cc1-c1noc(-c2cccnc2)n1	-1	·	1
Cc1nc2cc(-c3cccc(Cl)c3)nn2c(N2CCN(C(=O)c3ccco3)CC2)c1C	-9	·	-13
Cc1nc2cc(-c3ccc(F)cc3)nn2c(N2CCOCC2)c1C	3	·	-36
CCn1cc(C(=O)O)c(=O)c2cnc(N3CCN(C(=O)Nc4cccc5ccccc45)CC3)nc21	0	·	8
COc1ccc(NC(=O)Cc2nn(C)c(=O)c3ccccc23)c2ncccc12	-14	·	9
Cn1c(=O)c2c(nc(Br)n2Cc2c(F)cccc2Cl)n(C)c1=O	17	·	2
Cc1nc2ccc(NC(=O)Cn3cnc4c3c(=O)n(C)c(=O)n4C)cc2s1	21	·	-8
Cc1cc(NC(=O)c2cc3nc4c(c(C(F)(F)F)n3n2)CCc2ccccc2-4)no1	16	·	-28
Cc1nnc2c3cnn(-c4ccc(Cl)cc4)c3ncn12	-2	·	-8
CCCCn1c2nc3ccccc3nc2c2c(=N)oc(C)nc21	5	·	7
CCn1c(SCc2nnc(-c3ccccc3)o2)nc2c1c(=O)n(C)c(=O)n2C	11	·	28
COc1ccc(N2CCCn3c2nc2c3c(=O)n(Cc3ccccc3F)c(=O)n2C)cc1	-4	·	11
Nc1c(C(=O)NC2CCCCC2)c2nc3ccccc3nc2n1/N=C/c1ccco1	-32	·	3

Next structures follow:
SMILES	NALP1 yeast inh	OXTR ag	PHOSPHO1 inh
CCOC(=O)C1=C(N)n2c(s/c(=C\c3cccnc3)c2=O)=C(C(=O)OCC)C1c1cccnc1 (stereo not given)	17	·	-4
Cc1ccnc(NC(=O)c2c(O)c3ccccc3n(C)c2=O)c1	14	·	1
COc1cc(OC)c(-c2nn3c(-c4ccncc4)nnc3s2)cc1OC	6	·	6
Cn1c(=O)n(CCN2CCOCC2)c(=O)c2c1nc1n2CCN1c1ccc(Oc2ccccc2)cc1	0	·	-10
N#CC(c1nc2ccccc2nc1N1CCCCC1)S(=O)(=O)c1ccc(Cl)cc1 (stereo not given)	14	·	-42
O=c1n(Cc2ccccc2Cl)c2sc3c(c2c2ncnn12)CCCC3	-1	·	-3
O=c1c2ccccc2oc2nc(-c3ccco3)n(CCc3ccccc3)c(=O)c12	13	·	-39
CCCCCn1c2nc3ccccc3nc2c2c(=O)n(CC3CCCO3)c(C)nc21 (stereo not given)	16	·	-12
CCc1c(C)nc2ncnn2c1N1CCC(C(=O)N2CCN(c3ccccc3)CC2)CC1	33	·	-8
Cc1nc(NC2=NCN(Cc3ccc4c(c3)OCO4)CN2)nc2ccccc12	-16	·	1

Rewritten with two lines to a compound: entries from further up.
The line under a structure holds: NALP1 yeast inh | OXTR ag | PHOSPHO1 inh
CN1C(=O)c2oc3ccc(Br)cc3c(=O)c2C1c1ccncc1 (stereo not given)
 : 3 | · | 11
O=c1[nH]c(CN2CCN(Cc3ccc4c(c3)OCO4)CC2)nc2sc3c(c12)CCC3
 : 21 | · | -44
CC(Oc1ccc(S(=O)(=O)N2CCCC2)cc1[N+](=O)[O-])C(=O)NC(C)c1ccccc1 (stereo not given)
 : · | 0.5 | ·
O=C(/C=C/c1ccc([N+](=O)[O-])cc1)N1CCN(S(=O)(=O)c2ccccc2)CC1
 : · | 2.4 | ·
CCN(CC)C(=O)c1[nH]cnc1C(=O)N[C@H](C)c1ccccc1
 : · | 0.8 | ·

Continued.
SMILES	NALP1 yeast inh	OXTR ag	PHOSPHO1 inh
O=C1CC(c2ccc(F)cc2)Cc2nc(N3CCc4ccccc43)ncc21 (stereo not given)	21	·	2
O=S(=O)(c1ccc(S(=O)(=O)N2CCN(C3CCCCC3)CC2)cc1)N1CCCCCC1	15	·	-42
COc1ccc(N2CCN(Cc3cc(=O)oc4c3ccc3ccccc34)CC2)cc1	9	·	-28
Clc1ccc(-c2nn3c(-c4cccc(Cl)c4)nnc3s2)cc1	15	·	3
CCn1c(SCC(=O)c2cc(OC)ccc2OC)nc2c1c(=O)n(C)c(=O)n2C	10	·	2
Cc1nc2c(c(=O)n1Cc1ccccc1Cl)c1nc3ccccc3nc1n2Cc1ccco1	-1	·	-75
COc1ccc(C(=O)Cn2c(N3CCOCC3)nc3ccccc32)cc1OC	9	·	0
CCCOc1cccc(C2/C(=C(/O)c3ccncc3)C(=O)C(=O)N2CCCN(C)C)c1 (stereo not given)	1	·	-27
O=C1C(=O)N(CCCn2ccnc2)C(c2ccccn2)/C1=C(/O)c1ccccc1 (stereo not given)	-4	·	-10
CCCn1c(SCC(=O)Nc2nnc(CC)s2)nc2c1c(=O)n(C)c(=O)n2C	14	·	-29
Cc1ccc2nc(NC3=NCN(Cc4ccccc4)CN3)nc(C)c2c1	5	·	-1
N#Cc1c2c(c(N3CCN(CCO)CC3)n3c1nc1ccccc13)CCCC2	14	·	1
CCOC(=O)N1CCN(Cc2nc3c(c(=O)n(C)c(=O)n3C)n2Cc2cc(C)ccc2C)CC1	12	·	1
COc1ccc(N2CCn3c2nc2c3c(=O)n(CCCc3ccccc3)c(=O)n2C)cc1	5	·	20
CN(C)S(=O)(=O)c1ccc(N2CCCC2)c(C(=O)Nc2ccccc2N2CCOCC2)c1	17	·	-21
